Assay outcomes as filed in PubChem BioAssay.
SIRT5 block = blocks human SIRT5 desuccinylation of peptide | Q9NXA8 | Purified SirT5, succinyl-peptide AMC, trypsin-coupled fluorescence | inhibition, % at 15 µM | hit rate 1.1% among 330,000; in the data active means inhibition above about 15%
Target sequence (Q9NXA8 whole entry, looked up): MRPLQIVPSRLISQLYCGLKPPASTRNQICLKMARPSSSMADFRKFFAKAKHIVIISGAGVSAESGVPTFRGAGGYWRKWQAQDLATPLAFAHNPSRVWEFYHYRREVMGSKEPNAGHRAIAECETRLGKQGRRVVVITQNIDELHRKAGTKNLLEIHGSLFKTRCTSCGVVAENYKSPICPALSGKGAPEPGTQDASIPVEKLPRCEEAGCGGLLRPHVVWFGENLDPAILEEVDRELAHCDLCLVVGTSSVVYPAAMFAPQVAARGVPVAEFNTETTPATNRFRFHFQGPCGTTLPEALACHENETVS
ERAP1 inh = blocks human ERAP1 aminopeptidase activity; Q9NZ08; inhibition, % at 10.7 µM; AID 652197; recombinant ERAP1, Leu-AMC fluorescence, 60 min; hit rate 0.15% among 340,000;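 active means mean replicate inhibition of at least 30%, or all replicates individually reaching that 30% level; inactive means mean below 30% and not every replicate reaching it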;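 further: 0% = neutral control wells and 100% = L-leucinethiol positive control wells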
PGC1a acetyl inh = modulators of PGC1a acetylation | U2OS PGC1a acetylation, AlphaScreen anti-acetyl-lysine; with virally co-expressed GCN5 acetyltransferase | inhibition, % at 15.6 µM | hit rate 0.17% among 350,000 | AID 651687;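 active means every replicate shows inhibition of at least 40%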;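 further: 0% = neutral control wells and 100% = positive control wells; some results beyond the cut were filed as inactive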
Cneo AK release = causes C. neoformans cell lysis | adenylate kinase release luminescence, 4 h; normalised: neutral wells 0, clomiphene wells 100 | lysis activity, % at 15 µM | hit rate 0.2% among 360,000;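 active means mean lysis activity across replicates of at least 80%, whatever share of replicates individually reach that level; inactive means mean lysis activity below 80%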
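Material: C. neoformans cells; Schedule: 4 h static compound exposure, 37 °C, read 1 h post-reagent; Measured by: adenylate kinase release luminescence; Read-out: signal increase indicating cell lysis; Controls: Clomiphene as positive lysis control.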
C2C12 statin = protects C2C12 myotubes from simvastatin toxicity; hit rate 0.78% among 330,000; ATP luminescence, 48 h; scaled: DMSO 0, geranylgeraniol control 100; rescue of ATP level, % at 7.49 µM;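 active means mean ATP rescue above about 67%, or every replicate alone reaching that limit, limit read from the data, passing the limit was not always enough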;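 further: myotubes were challenged with 10 µM simvastatin during compound exposure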
S100A4 inh HTS = blocks human S100A4 binding to myosin IIA peptide; S100A4/TAMRA-MyoIIA peptide fluorescence polarization; hit rate 0.14% among 360,000; inhibition, % at 10.7 µM; AID 652163; P26447;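 active means mean inhibition of at least 70% across replicates, with every replicate also reaching that level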
Target sequence (P26447 whole entry, looked up): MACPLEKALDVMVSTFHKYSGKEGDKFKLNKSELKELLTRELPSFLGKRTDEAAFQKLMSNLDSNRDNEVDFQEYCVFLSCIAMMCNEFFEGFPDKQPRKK
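Test system – S100A4 monomer (human) · Compound – single-point compound testing · Schedule – 5 min incubation before reading · Probe or stimulus – TAMRA-labelled myosin IIA heavy-chain peptide probe, 5 nM · Benchmarks – neutral control DMSO, positive control TFP · Medium – Calcium-containing HEPES buffer, pH 7.2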
LGR2 inh = blocks bursicon-induced cAMP signaling via Drosophila LGR2 | HEK293 LGR2, CRE-luciferase, bursicon-stimulated, 4 h | inhibition, % at 9.99 µM | hit rate 0.35% among 380,000;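 active means drop in luminescence signal, shown as inhibition above about 50% in the replicate tests, limit read from the data, passing the limit was not always enough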;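 further: agonist challenge used bursicon conditioned medium at about half maximal strength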
Xi reactivation = X-chromosome reactivation activator | activation, % at 7.58 µM | XiGFP mouse fibroblasts, % GFP-positive cells imaging, 3 d; cells co-treated with 5-aza-dC sensitizer; scaled so ellipticine positive control = 100% | AID 743238 | hit rate 0.055% among 360,000;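 active means mean normalized replicate activation at least 10% and every replicate at or above 10%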;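 further: 0% = median of on-plate neutral control wells and 100% = ellipticine 6 µM median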
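Assay system: SV40-immortalized XiGFP fibroblast cells, line 68-5-11; buffer or medium: DMEM plus 5-aza-dC sensitizer; compound: one concentration, pinned; timing: compounds 3 days, fix/stain 15 min at room temperature; benchmarks: positive control ellipticine, 6 µM final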
Numbers without * were called inactive; . = no result given; & = joins results of further samples. This is a subset; the hit share may differ from the screen's.

Keys – A = SIRT5 block; B = ERAP1 inh; C = PGC1a acetyl inh; D = Cneo AK release; E = C2C12 statin; F = S100A4 inh HTS; G = LGR2 inh; H = Xi reactivation
1. Cc1ccc(-c2cc(=O)c3ccccc3[nH]2)cc1
  A: .	B: -1	C: 4	D: 2	E: 1	F: -6	G: -41	H: 0.2

2. CC(C)(C)c1ccc(CC(=O)N2CCC2(C)C(=O)NS(=O)(=O)c2ccc(C#N)cc2)cc1 (centres undefined)
  A: 1	B: 6	C: .	D: 4	E: 15	F: -13	G: 3	H: 0.0

3. CC(=O)NC(Cc1c[nH]c2ccccc12)C(=O)N1CCN(S(=O)(=O)c2ccccc2)CC1 (centres undefined)
  A: -3	B: 3	C: 11	D: 1	E: 1	F: -7	G: 0	H: 0.1

4. COc1ccc(NC(=O)N(C)C[C@@H]2Oc3c(NS(C)(=O)=O)cccc3C(=O)N([C@@H](C)CO)C[C@H]2C)cc1
  A: -3	B: 0	C: -2	D: -1	E: .	F: -6	G: -18	H: -0.6

5. O=c1[nH]nc(-c2ccccc2)cc1-c1ccccc1
  A: -2	B: 0	C: .	D: .	E: .	F: 0	G: -13	H: 0.2

6. O=C(CC(F)(F)F)N1C[C@H]2[C@@H](c3ccccc31)[C@@H](CO)N2C(=O)c1ccncc1
  A: 5	B: 1	C: 7	D: -6	E: -7	F: -42	G: -7	H: 0.0

7. COc1ccccc1NC(=O)COc1ccc2ccccc2c1
  A: -2	B: 1	C: .	D: 2	E: 4	F: -10	G: -6	H: 0.4

8. Cc1ccc(NC(=O)NNC(=O)C2CCN(Cc3ccc(F)cc3Cl)CC2)cc1
  A: 8	B: -1	C: .	D: .	E: .	F: 0	G: 6	H: 0.4

9. O=C(CN1C(=O)c2ccccc2C1=O)N1CCN(S(=O)(=O)c2ccccc2)CC1
  A: -1	B: 3	C: 5	D: -2	E: 11	F: -1	G: -7	H: 0.3

10. Cc1ccc(S(=O)(=O)N(CC(=O)Nc2ccc(F)cc2)C(=O)N2CCN(C)CC2)cc1
  A: 6	B: 1	C: -4	D: 0	E: 2	F: 10	G: 6	H: 0.0

11. CS(=O)(=O)Nc1ccc2c(c1)[C@@H]1C[C@H](CC(=O)NC3CCCCC3)O[C@H](CO)[C@@H]1O2
  A: .	B: -1	C: 6	D: -2	E: 6	F: 5	G: 9	H: 0.4

12. Cc1ccc2[nH]c(C(=O)N3CCN(C=O)CC3)cc2c1
  A: 16*	B: 0	C: 27	D: 0	E: -2	F: 2	G: 4	H: 0.1

13. COc1ccc(CCNc2nc(-c3ccc(NC(C)=O)cc3)cs2)cc1OC
  A: -2	B: 0	C: -1	D: -3	E: -14	F: -1	G: 4	H: 0.0

14. CCC(=O)N[C@@H]1CC[C@@H](CCNS(=O)(=O)c2ccc(Cl)cc2)O[C@H]1CO
  A: 0	B: -5	C: 0	D: -1	E: 5	F: 8	G: 5	H: 0.4

15. Cc1cc(Cl)c2oc(C(=O)NCCN3CCOC3=O)c(C)c2c1
  A: 0	B: -7	C: 4	D: 6	E: 0	F: 0	G: -5	H: 0.0

16. CCN(CC(=O)Nc1cc(C)c(Cl)cc1OC)CC(=O)NC1CCS(=O)(=O)C1 (centres undefined)
  A: -8	B: -2	C: .	D: 0	E: -2	F: -4	G: 12	H: 0.0

17. O=C(NC(=O)N1CCCCC1)c1ccccc1
  A: 11	B: -1	C: -12	D: .	E: .	F: 0	G: 18	H: 0.0

18. CCOC(=O)N1CCC(NCCNC(=O)c2ccco2)CC1
  A: -2	B: 0	C: -3	D: 0	E: -6	F: 4	G: .	H: 0.0

19. O=C(NNC(=S)NC1CCCCC1)c1ccccc1Cl
  A: 0	B: -4	C: 2	D: 2	E: 1	F: -6	G: -4	H: -0.2

20. Cc1noc(C)c1S(=O)(=O)Nc1cccc2c1O[C@H](CN(C)S(=O)(=O)c1cccs1)[C@H](C)CN([C@@H](C)CO)C2=O
  A: -2	B: 0	C: -4	D: -5	E: -13	F: 38	G: -6	H: -1.1

21. O=C(COC(=O)C1(c2cccc(F)c2)CCCC1)NCc1cccs1
  A: -3	B: -6	C: .	D: 0	E: .	F: -4	G: 9	H: 0.2

22. C[C@@H]1CN([C@@H](C)CO)C(=O)c2cc(NC(=O)NC3CCCCC3)ccc2O[C@@H]1CN(C)Cc1ccc(C(=O)O)cc1
  A: -4	B: 1	C: 6	D: -1	E: 4	F: 1	G: 2	H: -1.2

23. CC1(C(=O)NCc2ccccc2Br)CCN1C(=O)C1(c2ccc(Cl)cc2)CC1 (centres undefined)
  A: -1	B: -1	C: -4	D: 0	E: 7	F: -6	G: 4	H: 0.0

24. CCOC(=O)c1ccc(NC(=O)c2nc[nH]c2C(=O)N2CCN(c3ccccc3)CC2)cc1
  A: .	B: .	C: 1	D: 2	E: 2	F: 0	G: 14	H: 0.0

25. COc1ccc(CC(=O)Nc2cccc(-c3nnc(-c4ccc(C)cc4)o3)c2)cc1OC
  A: 2	B: 1&-1	C: -7	D: 1	E: -126	F: 2&-4	G: 94*	H: .

The final 3 entries of the section above lead into the next.
Keys – A = SIRT5 block; B = ERAP1 inh; C = PGC1a acetyl inh; D = Cneo AK release; E = C2C12 statin; F = S100A4 inh HTS; G = LGR2 inh; H = Xi reactivation
23. CC1(C(=O)NCc2ccccc2Br)CCN1C(=O)C1(c2ccc(Cl)cc2)CC1 (centres undefined)
  A: -1	B: -1	C: -4	D: 0	E: 7	F: -6	G: 4	H: 0.0

24. CCOC(=O)c1ccc(NC(=O)c2nc[nH]c2C(=O)N2CCN(c3ccccc3)CC2)cc1
  A: .	B: .	C: 1	D: 2	E: 2	F: 0	G: 14	H: 0.0

25. COc1ccc(CC(=O)Nc2cccc(-c3nnc(-c4ccc(C)cc4)o3)c2)cc1OC
  A: 2	B: 1&-1	C: -7	D: 1	E: -126	F: 2&-4	G: 94*	H: .

26. O=C(NCC1CCCO1)c1cccc(NC(=O)c2ccccc2)c1 (centres undefined)
  A: -1	B: -1	C: -7	D: -2	E: .	F: -10	G: 1	H: 0.2

27. COc1ccc(C#Cc2ccc([C@@H]3[C@H](CO)N4CCCCN(S(=O)(=O)c5cn(C)cn5)C[C@@H]34)cc2)cc1
  A: 1	B: -2	C: -24	D: 2	E: -32	F: -3	G: 0	H: 0.0

28. CCCCCc1cc(=O)oc2c(C(CCN3CCCC3)c3cc(OC)c(OC)c(OC)c3)c(OC)cc(OC)c12 (centres undefined)
  A: -5	B: 1	C: -10	D: 24	E: 16	F: -2	G: .	H: 0.0

29. NC(=O)C1CCN(C(=O)/C(=C/c2ccco2)NC(=O)c2ccccc2)CC1
  A: 4	B: -6	C: -2	D: 3	E: 3	F: 0	G: 3	H: 0.5

30. CCCNC(=O)N1C[C@@H](C)[C@@H](OC)CN(C)C(=O)c2ccc(NC(=O)C3CCC3)cc2OC[C@H]1C
  A: -9	B: .	C: 9	D: 0	E: -2	F: -13	G: 19	H: -0.2

31. CO[C@@H]1CN(C)C(=O)c2cc(NC(=O)c3cc(C)on3)ccc2OC[C@H](C)NC[C@H]1C
  A: 1	B: .	C: 20	D: 0	E: -17	F: 3	G: -3	H: 1.2

32. Cc1ccc(OCC(=O)Nc2nnc(C3CCCO3)s2)c(Br)c1 (centres undefined)
  A: -5	B: -5	C: .	D: .	E: .	F: 1	G: .	H: 0.0

33. COc1ccc(N2C(=NC(=O)C3CC3)SC3CS(=O)(=O)CC32)cc1Cl (centres undefined)
  A: 3	B: -1	C: .	D: 0	E: 30	F: -16	G: 3	H: 0.0

34. C/C(CC(=O)Nc1ccc(Cl)c(C(F)(F)F)c1)=N\NC(=O)c1cnccn1
  A: -6	B: -2	C: .	D: -2	E: -3	F: -4	G: -15	H: 0.1

35. CCC(CC)C(=O)N1CC(=O)Nc2ccc(C)cc2C1c1ccccc1 (centres undefined)
  A: -3	B: -1	C: 2	D: 0	E: 11	F: -2	G: 6	H: 0.1

36. CNC[C@@H]1Oc2ccc(NC(=O)CCN3CCOCC3)cc2C(=O)N([C@@H](C)CO)C[C@@H]1C
  A: -6	B: 0	C: 9	D: -22	E: 8	F: 20	G: 14	H: -1.4

37. COC(=O)C[C@@H]1CC[C@H](NC(=O)Nc2cccc(F)c2)[C@@H](CO)O1
  A: 0	B: .	C: .	D: .	E: .	F: 0	G: -8	H: 0.0

38. Cc1cccc(-c2nnc(SCC(=O)Nc3cccc(C(=O)N4CCOCC4)c3)n2C)c1
  A: -4	B: 3	C: .	D: .	E: .	F: 4	G: .	H: 0.0

39. CCCCCCCCN1C(=O)[C@@H](CC(=O)NCCCOC)C[C@@]2(C(=O)OC)C1=C[C@H](C1CCCC1)O[C@@H]2C
  A: .	B: 0	C: .	D: .	E: .	F: -1	G: 0	H: 0.1

40. CC1=CC(C)(C)N(C(=O)CNC2CCCC2)c2cc(C)ccc21
  A: -2	B: 0	C: .	D: .	E: .	F: -4	G: 23	H: 0.2

41. COc1ccccc1NC(=O)CCC(=O)Nc1nnc(C2CCCCC2)s1
  A: -4	B: -5	C: -7	D: 1	E: -15	F: -3	G: 7	H: 0.2

42. C[C@H]1CN([C@@H](C)CO)C(=O)c2cc(NC(=O)Nc3ccccc3)ccc2O[C@H]1CN(C)S(C)(=O)=O
  A: 2	B: 0	C: -6	D: -1	E: -19	F: -6	G: 1	H: 0.1

43. Cc1nn(C)cc1/C=N/NC(=O)Cn1nccc1C
  A: -2	B: -7	C: 0	D: 3	E: .	F: 0	G: 11	H: 0.0

44. COc1ccc(NS(=O)(=O)c2cc(C(=O)NNC(=O)c3ccncc3)ccc2OC)c(OC)c1
  A: 1	B: 12	C: -21	D: 3	E: 1	F: -6	G: -7	H: 0.0

Sorted by formula weight (lowest first): some entries from above
Keys – A = SIRT5 block; B = ERAP1 inh; C = PGC1a acetyl inh; D = Cneo AK release; E = C2C12 statin; F = S100A4 inh HTS; G = LGR2 inh; H = Xi reactivation
40. CC1=CC(C)(C)N(C(=O)CNC2CCCC2)c2cc(C)ccc21
  A: -2	B: 0	C: .	D: .	E: .	F: -4	G: 23	H: 0.2

36. CNC[C@@H]1Oc2ccc(NC(=O)CCN3CCOCC3)cc2C(=O)N([C@@H](C)CO)C[C@@H]1C
  A: -6	B: 0	C: 9	D: -22	E: 8	F: 20	G: 14	H: -1.4

27. COc1ccc(C#Cc2ccc([C@@H]3[C@H](CO)N4CCCCN(S(=O)(=O)c5cn(C)cn5)C[C@@H]34)cc2)cc1
  A: 1	B: -2	C: -24	D: 2	E: -32	F: -3	G: 0	H: 0.0

LGR2 inh, hit marks shown above.
No. | molecule | SIRT5 block | ERAP1 inh | PGC1a acetyl inh | S100A4 inh HTS | LGR2 inh
25 | COc1ccc(CC(=O)Nc2cccc(-c3nnc(-c4ccc(C)cc4)o3)c2)cc1OC | 2 | 1&-1 | -7 | 2&-4 | 94*
